Screens deposited in PubChem BioAssay by Johns Hopkins Ion Channel Center.
CHT block – inhibitors of human choline transporter CHT; 310,000 tested, 0.86% active; B-score at 10 µM; AID 488975; Q9GZV3; CHT-expressing cells, membrane potential dye, choline response; active compounds read low;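 active = B-score over 3 SD under the library average, and starting fluorescence ratio not unusually high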;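 note: choline stimulus applied at its EC90 after an EC20 pre-addition; B-score computed on integrated fluorescence ratio after choline addition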
Target sequence (Q9GZV3 whole entry, looked up): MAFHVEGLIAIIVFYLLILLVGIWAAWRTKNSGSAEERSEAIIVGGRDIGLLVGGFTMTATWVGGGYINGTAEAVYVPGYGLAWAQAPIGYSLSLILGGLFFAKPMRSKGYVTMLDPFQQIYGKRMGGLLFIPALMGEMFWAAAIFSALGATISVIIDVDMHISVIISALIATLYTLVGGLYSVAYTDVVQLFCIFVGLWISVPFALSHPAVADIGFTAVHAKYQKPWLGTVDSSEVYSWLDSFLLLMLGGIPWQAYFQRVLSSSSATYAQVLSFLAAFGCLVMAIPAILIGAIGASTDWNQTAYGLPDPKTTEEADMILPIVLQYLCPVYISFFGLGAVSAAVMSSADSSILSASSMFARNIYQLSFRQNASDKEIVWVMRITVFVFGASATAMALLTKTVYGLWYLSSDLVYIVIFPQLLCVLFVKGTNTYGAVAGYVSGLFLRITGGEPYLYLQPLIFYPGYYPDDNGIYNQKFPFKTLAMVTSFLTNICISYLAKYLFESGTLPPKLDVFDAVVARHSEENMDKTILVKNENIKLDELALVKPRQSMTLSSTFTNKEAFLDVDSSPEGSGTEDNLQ
Kir21 block – Kir2.1 (mouse) channel inhibition; P35561; HEK293-Kir2.1, FluxOR thallium flux fluorescence; active compounds read low; B-score at 10 µM; 310,000 tested, 0.85% active; AID 1672;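 active = fluorescence ratio B-score at or below minus 3 SD of library scores, with starting-brightness B-score within 2 SD, cut at about -4.2 in these data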;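 note: channel flux triggered by added potassium and thallium sulfate stimulus; B-score of peak minus minimum fluorescence over baseline after thallium stimulus; more negative B-score means stronger Kir2.1 block with less thallium influx; some compounds called inactive have numbers as strong as hits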
Target sequence (P35561 whole entry, looked up): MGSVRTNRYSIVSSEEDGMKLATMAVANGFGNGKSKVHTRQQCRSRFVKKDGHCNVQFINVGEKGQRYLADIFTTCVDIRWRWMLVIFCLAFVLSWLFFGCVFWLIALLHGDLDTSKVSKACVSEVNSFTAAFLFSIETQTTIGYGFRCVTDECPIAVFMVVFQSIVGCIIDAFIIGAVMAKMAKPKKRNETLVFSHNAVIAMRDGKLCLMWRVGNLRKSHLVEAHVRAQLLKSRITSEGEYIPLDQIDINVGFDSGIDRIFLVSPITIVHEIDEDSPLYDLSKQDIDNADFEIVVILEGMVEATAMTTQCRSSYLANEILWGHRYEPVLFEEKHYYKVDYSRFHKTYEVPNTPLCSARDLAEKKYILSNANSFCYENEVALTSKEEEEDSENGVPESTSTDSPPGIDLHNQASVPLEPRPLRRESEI
The depositor's hits bear a star; i = inactive; · = no result given.

SMILES | CHT block | Kir21 block
Cn1c(SCC(=O)c2c(N)n(C)c(=O)n(C)c2=O)nnc1-c1ccccc1F | i | 1.9
COc1ccc(-n2nc(C(N)=O)nc2-c2ccccc2)cc1 | i | 0.43
Cc1noc(C)c1C(=O)OCC(=O)Nc1c(F)cccc1F | i | 0.16
CC(O)CNCCOc1cccc(Oc2ccccc2)c1 (stereo not given) | i | -3
O=C(c1cnsn1)N1CCC(CO)(Cc2cccc(F)c2)CC1 | i | 0.87
C/C(=N\NC(=O)CSc1nc2ccccc2s1)c1ccco1 | i | -0.12
Cc1ccc(O)c(N=Nc2ccc(S(=O)(=O)N3CCCC3)cc2)c1 | i | -0.17
CCOc1ccc(NC(=O)C(Cc2ccccc2)NC(=O)C2CCCCC2)cc1 (stereo not given) | i | 0.59
CCc1nnc(NC(=O)c2ccc(S(=O)(=O)NCC(C)C)cc2)s1 | i | -3
O=C(/C=C/c1cccc([N+](=O)[O-])c1)NCCSCc1ccco1 | i | 0.06
CC(=O)c1ccc(N2CCN(C(=O)CCCn3c(=O)[nH]c4ccsc4c3=O)CC2)cc1 | i | -0.29
CCOC(=O)N1CCN(C(=O)c2cnn3ccccc23)CC1 | i | 0.53
COc1cccc(-c2nc(CS(=O)(=O)CC(=O)N3CCc4ccccc43)c(C)o2)c1 | i | -0.06
CCNC(=O)C1Cc2ccccc2CN1S(=O)(=O)c1ccc(F)cc1 (stereo not given) | i | -0.35
COC(=O)c1cc(NCc2cccs2)ccc1N1CCOCC1 | i | -0.98
CN(Cc1ccc(C(C)(C)C)cc1)C(=O)C1CCN(C(=O)Nc2ccccc2)CC1 | i | 0.37
COc1ccc([N+](=O)[O-])cc1NC(=S)NC(=O)C(C)(C)C | i | 0
COc1ccc(N2CCN(c3cc(C)c4ccc(C)cc4n3)CC2)cc1 | i | -0.42
COc1cccc(/C=N/NC(=O)NC23CC4CC(CC(C4)C2)C3)c1O | i | -1.8
CCOC(=O)CSC1=NC(=O)/C(=C\c2ccc(OC(C)=O)cc2)S1 | i | -1.5
Oc1ccc(/C=N/NC(=S)N2CCOCC2)cc1 | i | 1.6
CN(C)c1cccc(C(=O)Nc2cccc(F)c2)c1 | i | -0.79
CCN1/C(=C/c2cc[n+](C)cc2)C=Cc2cc(C)ccc21 | i | ·
COc1cc(=O)n(C)c2ccccc12 | i | 0.87
CCOC(=O)c1cc(-c2ccc(OC(F)F)cc2)nc2nc(SC)[nH]c(=O)c12 | i | -0.47
Cc1ccc2c(c1)nc(-n1nc(C)cc1C)c1nnnn12 | i | -0.18
COc1ccc(CCCc2nnc(SCC(=O)NN)o2)cc1 | i | 0
COc1ccccc1N=C1SCC(=O)N1Cc1ccco1 | i | -2.6
CCOc1ccccc1N(C)C(=O)c1ccc2c(=O)n3c(nc2c1)CCCCC3 | i | -1.5
COc1ccc(CN2CCC(n3nccc3NC(=O)C3CCCC3)CC2)cc1 | i | -1.9

Shown in markdown: part of the list above.
| SMILES | CHT block | Kir21 block |
| --- | --- | --- |
| CCN1/C(=C/c2cc[n+](C)cc2)C=Cc2cc(C)ccc21 | i | · |
| COc1cc(=O)n(C)c2ccccc12 | i | 0.87 |
| CCOC(=O)c1cc(-c2ccc(OC(F)F)cc2)nc2nc(SC)[nH]c(=O)c12 | i | -0.47 |

Other results:
SMILES | CHT block | Kir21 block
Cc1cc(C)cc(-n2ncc3c2CCCC3NC(=O)CN2CCCCC2=O)c1 (stereo not given) | i | 0.04
COc1cc(NC(=O)c2ccccn2)cc(OC)c1OC | i | -0.05
COc1ccc(S(=O)(=O)N(CC(=O)NCc2ccco2)c2ccccc2)cc1 | i | 1.3
Cc1cccc(NC(=O)c2ccccc2C(=O)O)c1 | i | 1.8
CCOc1ccc(NC(=O)C2CCN(S(=O)(=O)c3c(C)n[nH]c3C)CC2)cc1 | i | 2.5
O=C(O)c1ccc2c(c1)c1c3n2CCNC3CCC1 (stereo not given) | i | 2.6
COc1ccccc1OC(=O)c1ccc2nsnc2c1 | i | 0.55
O=[N+]([O-])c1ccc2nc(-c3ccccc3)cc(-c3ccccc3)c2c1 | i | 1.9
Cc1ccc(-c2nnc(Cc3ccc([N+](=O)[O-])cc3)o2)cc1 | i | -0.46
Cc1ccc(C(=O)c2sc3c(c2N)c(=O)[nH]c(=O)n3CCc2ccccc2)cc1 | i | 0.2

Overlap with the part before: five compounds, then new ones.
SMILES | CHT block | Kir21 block
O=C(O)c1ccc2c(c1)c1c3n2CCNC3CCC1 (stereo not given) | i | 2.6
COc1ccccc1OC(=O)c1ccc2nsnc2c1 | i | 0.55
O=[N+]([O-])c1ccc2nc(-c3ccccc3)cc(-c3ccccc3)c2c1 | i | 1.9
Cc1ccc(-c2nnc(Cc3ccc([N+](=O)[O-])cc3)o2)cc1 | i | -0.46
Cc1ccc(C(=O)c2sc3c(c2N)c(=O)[nH]c(=O)n3CCc2ccccc2)cc1 | i | 0.2
CS(=O)(=O)c1ccc(Cl)c(NC(=O)COC(=O)c2cccc(S(=O)(=O)N3CCCCC3)c2)c1 | i | 1.4
CCC(=O)N1CCc2cc(S(=O)(=O)CCC(=O)NCc3cccs3)ccc21 | i | 0.87
CCOc1ccccc1CNS(=O)(=O)c1ccc2c(c1)oc(=O)n2C | i | -2.2
CCn1c2ccccc2c2cc(NC(=O)CSc3nnc(-c4ccc(OC)cc4)n3N)ccc21 | i | -0.87
O=C(CN1CCN(C(=O)c2ccco2)CC1)Nc1ccc(F)cc1F | i | -0.31
CCC(C)(C)C(=O)Nc1nnc(CCc2ccccc2)s1 | i | 0.95
O=C(Nc1ccccc1)N1C2CCC1CC(O)(c1cccnc1)C2 (stereo not given) | i | 0.59
COc1ccc(C2=C(C#N)C(=O)OC2)cc1 | i | -0.99
COc1ccccc1NC(=O)N1CCc2c([nH]c3ccccc23)C1C(F)(F)F (stereo not given) | i | -0.02
COc1cc(CN2CCC(C(=O)NCC(C)(C)CN(C)C)CC2)ccc1OCc1ccccc1 | i | -0.01

Brought forward from above: two compounds, then new ones.
SMILES | CHT block | Kir21 block
COc1ccccc1NC(=O)N1CCc2c([nH]c3ccccc23)C1C(F)(F)F (stereo not given) | i | -0.02
COc1cc(CN2CCC(C(=O)NCC(C)(C)CN(C)C)CC2)ccc1OCc1ccccc1 | i | -0.01
N#CCCN(C(=O)COC(=O)C1CCN(c2ccc(C(F)(F)F)cn2)CC1)c1ccc(F)cc1 | i | 0.96
COc1cc(/C=N/Nc2nc3ccccc3o2)cc(OC)c1O | i | 0.75
COc1cc(NC(=O)c2ccc(-c3csc(C)n3)cc2)c(OC)cc1Cl | i | 3
COc1ccc(C(=O)NN(C)c2nc(-c3ccccc3)nnc2C(F)(F)F)cc1 | i | 1.2
Cc1ccc(N2C(=O)CC(Cn3nc(C)cc3C)C2=O)cc1 (stereo not given) | i | -1
COc1ccc(C(=O)N=C2SC3CS(=O)(=O)CC3N2Cc2ccc(F)cc2)cc1 (stereo not given) | i | -0.76
CC(OC(=O)C1COc2ccccc2O1)C(=O)N(C)c1ccccc1 (stereo not given) | i | 0
O=C1CC(C(=O)Nc2ccc(F)c(Cl)c2)N=C(N2CCCCC2)N1 (stereo not given) | i | -1.9
O=C(CCC(=O)N/N=C/c1cc(Cl)cc(Cl)c1O)NCc1ccccc1 | i | 0.87
Cc1ccc(C2=Nc3c(ccc4ccccc34)C(c3ccncc3)=NN2)cc1 | · | 0.66
Cc1cccc(/C(N)=N/OC(=O)c2cccs2)c1 | i | 0.01
COc1ccc(SCC(=O)Nc2ccc(N3CCN(C)CC3)c(F)c2)cc1 | i | -1
Cc1csc2nc(CNC(=O)CCC(=O)O)cn12 | i | 1.3
Cc1ccccc1C(=O)/C=C1/SCC(=O)N1C | i | 0.11
CC1(C)NC(=O)N(CCCOc2ccc3c(c2)CCC3)C1=O | i | -0.27
Cn1ncc(Cl)c1C(=O)Nc1ccc(CN2CCCCC2)cc1 | i | -0.56
CCN(CC)C(=O)C1CCCN(C/C=C/c2ccccc2)C1 (stereo not given) | i | 0.03
Cc1ccc(NC(=O)CSc2nccn2Cc2ccco2)c(C)c1 | i | -1.7
COc1cccc(C(=O)C2CN(c3ccccc3)CC2c2ccc(Cl)cc2)c1 (stereo not given) | i | -1.2
Nc1nc(C(F)(F)F)cc(=O)[nH]1 | i | -0.58

For convenience, part of the list above.
SMILES | CHT block | Kir21 block
COc1cccc(C(=O)C2CN(c3ccccc3)CC2c2ccc(Cl)cc2)c1 (stereo not given) | i | -1.2
Nc1nc(C(F)(F)F)cc(=O)[nH]1 | i | -0.58

Following part.
SMILES | CHT block | Kir21 block
Cc1nc(-c2nc(-c3c(C(=O)NNC(=O)Nc4cccc(Cl)c4)noc3C)cs2)cs1 | i | -1.2
CCCC(=O)Nc1nnc(SCC(=O)Nc2nc(C)cs2)s1 | i | -1
COc1ccc(CCNC(=O)c2ccccc2C(=O)NCCc2ccc(OC)cc2)cc1 | i | -1.6
Cc1ccc(C(=O)Nc2ccc(N3CCN(C(=O)c4cccs4)CC3)cc2)c(Cl)c1 | i | 0.42
O=C(Nc1nccs1)c1c(O)c2c([nH]c1=O)CCCC2 | i | 2
Cc1ccc(-n2nnnc2SCC(=O)Nc2ccccc2N2CCCCC2)cc1C | i | -3.7
COc1ccc(CCn2c(NCCCN3CCOCC3)nc3c2c(=O)[nH]c(=O)n3C)cc1 | i | 1.5
Cc1cc(C)cc(N=c2c([N+](=O)[O-])nn(-c3cccc(Cl)c3)n2O)c1 | i | 0.32
CCOC(=O)C1=C(C)N=c2s/c(=C/c3cccc(OCC(=O)O)c3)c(=O)n2C1c1ccc(F)cc1 (stereo not given) | i | -0.54
CC1(C(=O)O)CCC(C(=O)Nc2cccc(F)c2)C1(C)C (stereo not given) | i | 0.57
COC(=O)c1cc(NC(=O)CC2NCCNC2=O)cc(C(=O)OC)c1 (stereo not given) | i | 0.72
Cc1sc(C(C2C(=O)CC(C)(C)CC2=O)C2C(=O)CC(C)(C)CC2=O)cc1[N+](=O)[O-] | i | 0.01
COC(=O)c1nc(N)sc1C | i | -0.4
c1ccc(-c2nnc(SCCC3OCCCO3)o2)cc1 | i | -1.3
Cc1ccc(NC(=O)Cn2nc(C(=O)O)c3ccccc3c2=O)c([N+](=O)[O-])c1 | i | 0.76
Cc1cc(/C=C(\C#N)C(=O)Nc2ccccc2F)c(C)[nH]1 | i | 0.36
Cc1ccc(/C=C/C(=O)NCc2ccc(S(N)(=O)=O)cc2)o1 | · | 0.03
Clc1ccc(Nc2ccc3ccccc3n2)cc1 | i | 0.01
CCOC(=O)c1c(NC(=S)N2CCCCC2)sc2c1CCN(C(=O)OCC)C2 | i | 0.31
CCN1CCN(c2cc(C)c3cc(NC(=S)N4CCOCC4)ccc3n2)CC1 | -5.8* | 0.63
COc1n[nH]c(C(=O)Nc2cc(Cl)ccc2Cl)c1[N+](=O)[O-] | i | 0.22
COc1ccc(CC(=O)NCCCSc2ccccc2)cc1OC | i | -1.6
Cc1ccc(C(=O)Nc2ccccc2C(=O)N2CCOCC2)cc1[N+](=O)[O-] | i | 0.81
CCOc1ccccc1-n1c(C)nc2cc(C(=O)O)ccc21 | i | 0.89
CCOC(=O)c1c(C2COc3ccccc3O2)csc1N (stereo not given) | i | -1.1
Cc1cccn2cc(CCNC(=O)Cc3cccs3)nc12 | i | -0.11
COc1ccc(N2CCOCC2)c(NC(=O)c2cccc3ccccc23)c1 | i | -0.42
NS(=O)(=O)c1ccc(CCNCc2ccccc2OCc2ccc(F)cc2)cc1 | i | -2.7
CCCCCCCCS(=O)C1CS(=O)(=O)CC1O (stereo not given) | i | 0.08
O=C(NCc1ccco1)c1cccc(F)c1 | i | 0.23
CN(C)c1ccc(/C=N/NC(=O)C(=O)N2CCCCCC2)cc1 | i | 0.03
CCOC(=O)C(C(=O)Nc1nc2ccccc2s1)C1CCCCC1 (stereo not given) | i | -0.91
CCc1ccc(C(=O)N2CCN(c3ccc(NC(=O)c4cccnc4)cc3)CC2)cc1 | i | -0.04
COc1ccc(S(=O)(=O)N2CCOCC2)cc1NC(=O)Cc1ccc(Cl)c(Cl)c1 | i | 0.03
CCOC(=O)C(CC)(CCC(=O)O)c1csc(Nc2ccc(C)cc2)n1 (stereo not given) | i | -0.02
O=C(NCC1CCCO1)C(=O)NCC1CCCN1S(=O)(=O)c1ccccc1 (stereo not given) | i | -0.03
CCn1c(=O)cc(OCC(=O)N2CCN(C(=O)c3ccco3)CC2)c2ccccc21 | i | 0.42
COc1cccc(C2NC(CC(C)C)(C(=O)O)C3C(=O)N(Cc4ccccc4)C(=O)C23)c1O (stereo not given) | i | -1.8
O=C(CCN1CCCCCC1)c1ccccc1 | i | ·
CCN(C(=O)CSc1nc2cc(C(=O)O)ccc2c(=O)n1Cc1ccccc1)c1ccccc1 | i | 0.57
CCOc1nc(SCCOc2ccc(Cl)cc2Cl)nc(N(C)C)n1 | i | 0.64
CC(C)NC(=O)CSc1nnc2sc3ccccc3n12 | i | -2.1
CNS(=O)(=O)c1cccc(C(=O)Nc2cccnc2)c1 | i | -1.1
Cc1ccc(S(=O)(=O)N2C(=O)CCC2C(=O)O/N=C(\N)c2ccccc2)cc1 (stereo not given) | i | 0.09
CC(=O)c1cnc(SCc2ccc(Cl)cc2)nc1C | i | -0.15
Cc1ccc(N2CC3=C(C2=O)C(c2ccccc2)NC(=O)N3C)cc1 (stereo not given) | i | 0.12
CCOC(=O)c1ccc(S(=O)(=O)N2CCN(CC(O)COc3ccc(C#N)cc3)CC2)cc1 (stereo not given) | i | 2.2
CCCc1nnc(NC(=O)c2cccnc2)s1 | i | -0.14
CCOc1ccc(C(=O)Nc2ccccc2NC(C)=O)cc1OCC | i | 1.3
CCOC(=O)N1CCC(NS(=O)(=O)c2ccc3c(c2)CCN3C(C)=O)CC1 | i | 0.22
C/C(=N\N1C(C)CCCC1C)c1ccccc1O (stereo not given) | i | -0.94
O=C(/C=C/c1ccc(F)cc1)N1CC[C@@]2(O)CCCC[C@H]2C1 | i | -0.79

Random draw from the library; 1.6% or so of the library scored in one or more.
